PKA-R1A act: PKA-R1A complex activation. P00514+P68181. PKA-R1A dissociation, Cy5-IP20 fluorescence polarization; scaled: DMSO 0%, 113 µM cGMP 100%. activation, % at 11.4 µM. 340,000 tested, 0.083% active;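 active = percent activation above the mean of all tested compounds plus 3 SD, cut at about 19% in these data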;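 note: higher means more PKAc released from R1A so a rise in polarization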
phage Ecoli inh: E. coli growth loss with phage present; growth absorbance; 360,000 tested, 0.26% active; inhibition, % at 11.9 µM; in the data active = inhibition above about 11%
SUMO Mot1 rescue: inhibitors of SUMOylation pathway: yeast Mot1-301 growth rescue; S. cerevisiae Mot1-301 growth rescue, ATP luminescence, 38.5C; percent above DMSO median, 100 means doubled; growth rescue, % at 18.8 µM; 320,000 tested, 1% active; AID 2716;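 active = every valid replicate shows activation above 250% relative to neutral control wells; inactive = the rest, any valid replicate at or below 250%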;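 note: OY570 slx delta 5 strain wells were the positive control but not used for scaling; some compounds called inactive have numbers as strong as hits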
Ecoli viability: bacterial growth inhibition, counter-screen for AddAB inhibitors; E. coli V3065 growth, OD600 absorbance, 18 h; inhibition, % at 11.9 µM; 330,000 tested, 0.27% active; AID 449728;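 active = inhibition above the campaign's mean inhibition across all tested compounds plus 3 SD, cut at about 9.9% in these data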;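 note: uninfected addAB+ strain grown without phage in ampicillin broth; 0% = DMSO wells and 100% = ciprofloxacin 0.95 µg/ml wells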
HTR5A inv ctr: counter-screen for OPRM1-OPRD1 inverse agonists: human HTR5A inverse agonism; inhibition, % at 9.3 µM; 340,000 tested, 0.083% active; AID 504634; HTR5A cell line, luminescence; P47898; in the data active = inhibition mostly above about 23%, no sharp cut-off; inactive = mostly below about 18%;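 note: 0% = cells with DMSO and 100% = no-cell wells with DMSO; some compounds called inactive have numbers as strong as hits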
Tat transport: inhibitors of E. coli Tat protein transport. inhibition, % at 10 µM. E. coli MC4100 TorA-mCherry Tat export, fluorescence. 340,000 tested, 0.036% active. AID 488895;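 active = mean replicate inhibition at least 50% and at least half of replicates individually reaching 50%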;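 note: exported cargo escapes ClpAP degradation while cytoplasmic cargo is degraded and loses fluorescence; 0% = median of neutral control wells and 100% = median of NaSCN control wells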
MOR-DOR inv ag: inverse agonists of human mu-delta opioid receptor heterodimerization; AID 504357; 340,000 tested, 0.21% active; cell-based MOR-DOR heterodimer luminescence, inverse agonism; inhibition, % at 9.3 µM; in the data active = inhibition above about 22%, passing the limit was not always enough;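 note: 0% = cells with DMSO and 100% = wells without cells with DMSO; values of inactives mirror those of a sister screen read the other way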
OPRM1-OPRD1 ag: OPRM1-OPRD1 heterodimerization agonism; P35372+P41143; cells, luminescence; activation, % at 9.3 µM; 340,000 tested, 0.3% active; AID 504326; in the data active = activation above about 18%;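 note: 0% = vehicle-treated cells and 100% = reference agonist; values of inactives mirror those of a sister screen read the other way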
AddAB inh: less growth of phage-infected E. coli with AddAB | E. coli expressing H. pylori AddAB, absorbance growth | inhibition, % at 11.9 µM | 330,000 tested, 0.29% active; in the data active = inhibition above about 12%;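 note: 0% = vehicle wells of infected cells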
PKA-R2B act: PKA-R2B complex activation; AID 504700; PKA-R2B holoenzyme dissociation, Cy5-IP20 fluorescence polarization; R2B truncated from residue 108, S112A mutant; 0% DMSO only, 100% 113 µM cGMP; 340,000 tested, 0.079% active; activation, % at 11.4 µM;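 active = activation above a cutoff set at the mean over all compounds plus 3 SD, cut at about 18% in these data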;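 note: higher means more holoenzyme dissociation and a rise in polarization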
Target sequence (P31323 whole entry, looked up, other chains not shown, the tested form may be a part): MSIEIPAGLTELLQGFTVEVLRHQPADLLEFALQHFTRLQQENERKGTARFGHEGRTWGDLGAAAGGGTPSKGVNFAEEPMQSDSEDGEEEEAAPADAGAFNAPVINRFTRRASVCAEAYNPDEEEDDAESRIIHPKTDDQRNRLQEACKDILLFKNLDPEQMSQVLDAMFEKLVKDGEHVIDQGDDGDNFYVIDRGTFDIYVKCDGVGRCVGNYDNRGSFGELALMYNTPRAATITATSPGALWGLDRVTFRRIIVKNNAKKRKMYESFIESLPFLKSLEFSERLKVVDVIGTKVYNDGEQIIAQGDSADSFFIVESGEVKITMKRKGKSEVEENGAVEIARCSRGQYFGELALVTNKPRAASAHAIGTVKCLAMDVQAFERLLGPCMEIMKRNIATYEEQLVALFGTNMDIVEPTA
PfHsp90 set2: growth inhibition of yeast expressing Plasmodium Hsp90. 310,000 tested, 0.32% active. S. cerevisiae expressing PfHsp90, BacTiter-Glo ATP, 48 h; yeast lacking PDR1 and PDR3 efflux regulators. inhibition, % at 9.4 µM. AID 504621;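 active = every replicate shows inhibition above about 80%, whatever the replicate mean, limit read from the data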;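 note: 0% = DMSO neutral controls and 100% = 20 µM radicicol positive controls; yeast relying on Plasmodium falciparum Hsp90 in place of its own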
* hit, by the source's call; . = not tested or not shown. Compounds as they come; about 2.2% have a hit in one of these screens.

SMILES	PKA-R1A act	phage Ecoli inh	SUMO Mot1 rescue	Ecoli viability	HTR5A inv ctr	Tat transport	MOR-DOR inv ag	OPRM1-OPRD1 ag	AddAB inh	PKA-R2B act	PfHsp90 set2
CC(C(=O)NCc1ccco1)n1cc([N+](=O)[O-])cn1 (stereo unspecified)	-12	1.4	0	0.9	10	8	15	-3.1	-0.2	-6	-19
Cc1ccc(N/N=C/c2c(O)cc(C)oc2=O)cc1	-1	2.6	169	0.7	2	6	46*	-9.2	5.6	7	.
COc1ccc2cc3cc(C(=O)NC4CC4)sc3nc2c1	0	0.3	186	0.4	7	-3	8	-1.5	2.7	-1	-5
O=C(O)C1(NS(=O)(=O)c2ccc(F)c(Cl)c2)CCCCC1	1	0.8	20	2.5	4	5	6	-1.2	1.9	4	.
CC1CCCCN1C(=O)CCn1c(=O)oc2ccccc21 (stereo unspecified)	-1	0.9	14	0.8	14	8	9	-1.6	1.4	-11	14
CCc1ccc(CN2CCCC(C(=O)Nc3ccc(-c4cscn4)cc3)C2)o1 (stereo unspecified)	-10	3.2	457	1.4	-5	-1	-4	0.7	0.8	-2	-1
COc1ccc(-c2cc(-c3ccccc3)c(C#N)c(S(C)=O)n2)cc1 (stereo unspecified)	-12	2.6	96	-2.9	10	3	3	-0.7	0.4	4	5
Cc1cc(/C=N/NS(=O)(=O)c2ccc(F)c(Cl)c2)no1	1	2.6	-2	-0.9	20	-2	13	-2.5	-1.0	7	10
COCCCC1CCN(C(=O)C2CCC(=O)N(CCc3cccc(F)c3)C2)CC1 (stereo unspecified)	-1	-0.5	5	0.0	-2	7	7	-1.3	-0.4	-9	-8
CCOC(=O)c1c(-c2ccccc2)csc1NC(=O)CCN1CCOCC1	4	2.5	31	-1.1	-22	-1	0	-0.1	1.4	4	1
CCOC(=O)C1CCCN(C(=O)Cn2cnc3c2c(=O)n(C)c(=O)n3C)C1 (stereo unspecified)	3	2.4	-16	1.4	.	-2	.	.	-0.3	-4	.
CCc1cc2c(NCCC(=O)O)nc(C)nc2s1	0	0.3	.	0.3	-17	-2	14	-2.4	0.8	-8	.
Cn1nc(C(=O)NNC(=O)Cc2ccc(S(=O)(=O)N3CCOCC3)s2)c2ccccc2c1=O	4	3.3	.	.	4	-13	4	-0.7	.	-5	-40
CC(=O)Nc1ccc2nc(SCC(=O)NCCOc3ccccc3)sc2c1	0	2.4	-15	2.9	15	-3	-3	0.6	3.9	-4	-1
Cc1ccc(C(=O)N2CCN3C(=O)c4ccccc4C23c2ccccc2)cc1 (stereo unspecified)	2	2.9	-2	-2.6	0	6	4	-0.8	-1.7	1	17
CCOC(=O)[C@H]1[C@H]2COc3ccc(C)cc3[C@@H]2N2C(=O)c3ccc(Cl)cc3NC(=O)[C@@]12C	-1	2.8	186	0.2	3	-4	1	-0.2	2.2	3	14
NS(=O)(=O)c1cccc(NC(=O)COC(=O)C2CCN(S(=O)(=O)c3cccs3)CC2)c1	11	-3.1	-12	-0.7	-13	0	10	-1.9	-0.6	12	-18
C=CCn1c(SCC(=O)N2CCN(c3ccc(F)cc3)CC2)nnc1-c1ccco1	12	0.9	18	0.0	-9	3	-3	0.6	1.3	0	-7
CCNS(=O)(=O)c1ccc(NC(=O)Nc2ccccc2OC)cc1	5	2.0	-5	2.2	-3	1	11	-2.1	1.4	4	-26
COc1ccccc1N1CCN(CCCCOc2ccc(C)cc2C)CC1	3	-2.4	-7	-3.7	0	-1	-2	0.3	-1.0	6	-11
CSCC[C@H](NC(=O)c1cccc(S(=O)(=O)N2CCCCC2)c1)c1nc2ccccc2[nH]1	-3	3.3	8	-0.9	-8	0	11	-2.1	0.0	7	.

Profiles as entered above. Order of values: PKA-R1A act | phage Ecoli inh | SUMO Mot1 rescue | Ecoli viability | HTR5A inv ctr | Tat transport | MOR-DOR inv ag | OPRM1-OPRD1 ag | AddAB inh | PKA-R2B act | PfHsp90 set2
Record of NS(=O)(=O)c1cccc(NC(=O)COC(=O)C2CCN(S(=O)(=O)c3cccs3)CC2)c1 : 11 | -3.1 | -12 | -0.7 | -13 | 0 | 10 | -1.9 | -0.6 | 12 | -18
Record of CC(=O)Nc1ccc2nc(SCC(=O)NCCOc3ccccc3)sc2c1 : 0 | 2.4 | -15 | 2.9 | 15 | -3 | -3 | 0.6 | 3.9 | -4 | -1
Record of Cn1nc(C(=O)NNC(=O)Cc2ccc(S(=O)(=O)N3CCOCC3)s2)c2ccccc2c1=O : 4 | 3.3 | . | . | 4 | -13 | 4 | -0.7 | . | -5 | -40
Record of COc1ccc2cc3cc(C(=O)NC4CC4)sc3nc2c1 : 0 | 0.3 | 186 | 0.4 | 7 | -3 | 8 | -1.5 | 2.7 | -1 | -5
Record of Cc1ccc(C(=O)N2CCN3C(=O)c4ccccc4C23c2ccccc2)cc1 (stereo unspecified) : 2 | 2.9 | -2 | -2.6 | 0 | 6 | 4 | -0.8 | -1.7 | 1 | 17

Compounds listed so far that contain fluorine:
SMILES	PKA-R1A act	phage Ecoli inh	SUMO Mot1 rescue	Ecoli viability	HTR5A inv ctr	Tat transport	MOR-DOR inv ag	OPRM1-OPRD1 ag	AddAB inh	PKA-R2B act	PfHsp90 set2
O=C(O)C1(NS(=O)(=O)c2ccc(F)c(Cl)c2)CCCCC1	1	0.8	20	2.5	4	5	6	-1.2	1.9	4	.
Cc1cc(/C=N/NS(=O)(=O)c2ccc(F)c(Cl)c2)no1	1	2.6	-2	-0.9	20	-2	13	-2.5	-1.0	7	10
COCCCC1CCN(C(=O)C2CCC(=O)N(CCc3cccc(F)c3)C2)CC1 (stereo unspecified)	-1	-0.5	5	0.0	-2	7	7	-1.3	-0.4	-9	-8
C=CCn1c(SCC(=O)N2CCN(c3ccc(F)cc3)CC2)nnc1-c1ccco1	12	0.9	18	0.0	-9	3	-3	0.6	1.3	0	-7
